Screening data deposited in PubChem by Sanford-Burnham Center for Chemical Genomics.
CXCR6 block: blocks human CXCR6 beta-arrestin recruitment; O00574; AID 602244; inhibition, % at 20 µM; hit rate 0.36% among 360,000; CHO-K1 PathHunter CXCR6 beta-arrestin, luminescence; in the data active means inhibition above about 34%, passing the limit was not always enough;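 further: antagonist mode with CXCL16 agonist at 10 nM final; 0% = 10 nM CXCL16 with DMSO and 100% = unstimulated wells without agonist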
XBP1 UPR activ: adaptive UPR (XBP1) activation. CHO-XBP1 luciferase reporter, IRE1-XBP1 UPR activation, luminescence; percent of tunicamycin response, DMSO as zero. activation, % at 20 µM. hit rate 0.33% among 330,000. AID 463104;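 active means versus positive control, 20 µM dose yields 30% or more activation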;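 further: 100% = tunicamycin at 10 µg/mL and 0% = DMSO only wells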
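Assay system: CHO-XBP1 luciferase reporter cells; Schedule: 6 h treatment, 37 °C; Detection: glow luminescence from Steady-Glo reagent; Benchmarks: high control tunicamycin 10 µg/mL final, low control DMSO vehicle only.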
APJ agonist: APJ receptor agonism. P35414. CHO-K1 APJ PathHunter beta-arrestin, luminescence; 0% DMSO wells, 100% apelin. hit rate 0.11% among 330,000. activation, % at 20 µM;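 active means activation more than six SD over the plate average, tested at 20 µM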;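 further: 0% = DMSO alone and 100% = apelin-13 at 10 nM; some results filed as inactive read as strong as hits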
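Assay system: CHO-K1 APJ beta-arrestin complementation cell line / Compound: single test compound dose, 20 µM final, 1% DMSO / Times: overnight seeding, 90 min compound at 25 °C, 1 h detection / Technique: beta-gal luminescence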
tim23-1 inh: tim23-1 yeast growth inhibition; S. cerevisiae tim23-1 growth, BacTiter-Glo luminescence, 24 h; inhibition, % at 20 µM; hit rate 1.3% among 330,000;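 active means growth inhibition of the mutant yeast at or above 50%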;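 further: temperature-sensitive mutant grown at 25 °C; plate controls were DMSO-treated mutant yeast for no effect and medium wells lacking yeast for full effect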
APJ antagonist: APJ receptor antagonism; P35414; CHO-K1 APJ beta-arrestin complementation, luminescence; inhibition, % at 20 µM; hit rate 0.32% among 330,000;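 active means inhibition above about 40% at 20 µM, limit read from the data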;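 further: cells challenged with 10 nM apelin-13 agonist together with compound; plate controls were apelin-13 plus DMSO wells for no effect and DMSO wells lacking apelin-13 for full effect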
CCR6 antag: CCR6 (human) receptor antagonism | P51684 | AID 493098 | inhibition, % at 20 µM | hit rate 0.49% among 340,000 | CHO-K1 CCR6 PathHunter beta-arrestin, luminescence, CCL20-stimulated;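 active means compounds whose inhibition of the agonist-driven luminescence signal at 20 µM reaches about 50%, limit read from the data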;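 further: cells stimulated with CCL20 at 14 nM final; plate controls were DMSO with CCL20 for no effect and DMSO without agonist for full effect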
Target sequence (P51684 whole entry, looked up): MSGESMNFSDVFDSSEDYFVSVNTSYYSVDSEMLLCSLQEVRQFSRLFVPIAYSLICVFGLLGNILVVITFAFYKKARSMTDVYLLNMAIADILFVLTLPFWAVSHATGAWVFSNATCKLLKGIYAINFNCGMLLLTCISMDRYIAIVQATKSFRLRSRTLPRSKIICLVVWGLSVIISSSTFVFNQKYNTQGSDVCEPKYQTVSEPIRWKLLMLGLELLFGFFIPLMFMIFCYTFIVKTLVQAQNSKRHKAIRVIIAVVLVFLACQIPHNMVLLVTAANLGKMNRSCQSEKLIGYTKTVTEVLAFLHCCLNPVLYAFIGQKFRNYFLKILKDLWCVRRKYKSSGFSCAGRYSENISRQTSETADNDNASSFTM
UPR CHOP act: activators of apoptotic arm of unfolded protein response (CHOP). CHO-CHOP luciferase reporter, UPR activation, luminescence; percent of tunicamycin response over DMSO baseline. activation, % at 10 µM. hit rate 0.34% among 330,000. AID 449763;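 active means at 10 µM dose, activation of 40% or more, normalized to positive control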;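 further: 100% = tunicamycin at 10 µg/mL and 0% = DMSO alone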
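Test system: CHO CHOP reporter cells. Input: 500 CHO-CHOP cells per well. Medium: F12 with 10% FBS. Technique: luciferase luminescence. Measure: percent activation relative to tunicamycin control. Dosing: 10 µM compound, 0.5% DMSO. Timing: 16-18 h cell attachment, then 6 h compound exposure, 37 °C.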
EBI2 antag: EBI2 (human) antagonism; AID 651636; P32249; inhibition, % at 5 µM; EBI2 beta-arrestin recruitment, luminescence, 7a,25-OHC stimulated; hit rate 0.81% among 360,000; in the data active means inhibition above about 38%;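 further: enzyme fragment complementation signal reports receptor beta-arrestin coupling in cells; 0% = agonist plus DMSO wells and 100% = wells without agonist; some results beyond the cut were filed as inactive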
Target sequence (P32249 whole entry, looked up, the tested form may be a part): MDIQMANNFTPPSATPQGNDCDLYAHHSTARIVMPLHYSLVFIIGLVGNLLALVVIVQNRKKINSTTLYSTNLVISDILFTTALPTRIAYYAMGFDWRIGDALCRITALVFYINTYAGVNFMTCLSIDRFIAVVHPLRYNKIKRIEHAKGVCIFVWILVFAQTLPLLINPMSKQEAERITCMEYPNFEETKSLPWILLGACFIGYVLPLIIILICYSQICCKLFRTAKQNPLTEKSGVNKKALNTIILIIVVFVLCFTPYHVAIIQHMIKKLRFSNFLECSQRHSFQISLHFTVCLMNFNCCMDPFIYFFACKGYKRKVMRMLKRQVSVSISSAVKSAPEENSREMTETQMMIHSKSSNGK
Mdm2 MdmX PPI: inhibitors of human Mdm2/MdmX interaction; SaOS-2 split-luciferase Mdm2/MdmX complementation, luminescence; inhibition, % at 8 µM; AID 485346; hit rate 3% among 330,000;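 active means inhibition of at least 50% at 8 µM in the primary screen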
Numbers without * were called inactive; . = no result given. This is a subset, so the mix of outcomes need not match the whole.

mol,CXCR6 block,Mdm2 MdmX PPI,APJ antagonist,tim23-1 inh,UPR CHOP act,APJ agonist,CCR6 antag,EBI2 antag,XBP1 UPR activ
O=[N+]([O-])c1ccc(S(=O)(=O)Nc2nnc(C3CCCCC3)s2)cc1,1.7,-7.4,5.5,6.9,-0.3,4.0,-15.1,-4.1,4.2
COc1cc2c(cc1NC(=O)CSc1nc3cc(Cl)ccc3s1)oc1ccccc12,-4.0,20.2,1.8,3.5,6.0,0.8,1.0,5.6,1.8
COc1ccc(C(=O)CC(Nc2ccc([N+](=O)[O-])cc2)c2ccc(Cl)cc2)cc1 (stereo unspecified),15.7,52.8*,15.3,30.0,2.1,-5.3,25.2,43.0,1.6
C/C(=N\OC(=O)c1ccccc1)c1c(C)nc2cc(C)ccn12,-1.8,-4.5,2.3,-3.1,3.3,-3.8,1.6,-1.0,2.6
O=C(C1CC(=O)N(c2ccc(F)cc2)C1)N1CCCCCC1 (stereo unspecified),1.0,-25.0,21.8,7.3,1.5,1.0,0.7,-8.0,-0.3
CCc1cccc2c(=O)c(C(=O)NCCN3CCOCC3)c[nH]c12,0.5,5.9,9.4,-0.8,0.2,-1.1,3.4,-14.5,-2.5
CC(c1ccccc1)N1CCn2c(nc3cc(NS(C)(=O)=O)ccc32)C1 (stereo unspecified),-2.4,-3.1,-0.5,6.4,-0.9,-2.7,1.0,2.6,-0.2
COc1ccc(NC(=O)C(=O)NCC2CCCN2S(=O)(=O)c2cccs2)cc1 (stereo unspecified),-8.6,44.0,-9.9,6.1,1.8,-6.7,4.0,2.7,0.1
CN1C2C=C3C(C#N)=C(N)C(C#N)(C#N)C(c4ccc(Br)cc4)C3C1CC2 (stereo unspecified),24.2,28.1,14.2,-5.3,3.7,-7.3,37.6,51.3*,3.1
O=C(Nc1cccnc1N1CCOCC1)c1ccco1,0.1,-19.0,-12.0,1.1,0.7,-1.3,-13.4,7.6,-0.1
O=C1CC(N2CCC(c3nc4ccccc4o3)CC2)C(=O)N1c1ccc(F)cc1 (stereo unspecified),2.2,5.6,-11.4,17.7,-2.3,-1.1,-0.8,-12.8,-4.6
NC(=O)c1ccccc1N/C=C/C(=O)c1ccc(Cl)cc1,5.9,-162.5,-9.7,7.8,0.6,-0.3,3.1,-11.1,-3.4
O=C(NCc1ccccc1)C(=O)Nc1cccc(C(=O)O)c1,-2.4,-23.6,-14.3,4.1,-7.7,-4.6,15.6,-7.6,-6.1
COc1ccc(N2C(=O)NC(=O)C2=O)cc1,-0.2,3.2,17.2,-3.3,1.3,1.9,1.3,-12.2,1.1
CCOC(=O)c1[nH]c(C)c(C(=O)N2CCOCC2)c1C,-7.6,-6.7,12.0,14.0,1.5,-1.0,-5.4,0.3,1.1
COc1ccc(CN2C(=O)c3ccccc3C2=O)cc1C(=O)O,-2.1,7.5,-1.3,-2.9,-0.7,-4.5,-0.1,-8.6,-3.0
COc1ccccc1/C=C\C(=O)NCC(=O)N/N=C(\C)Cc1ccccc1,3.1,-3.6,7.7,0.2,-1.1,0.4,-4.0,-11.4,-0.6
COc1ccccc1C(=O)C1CCCN(Cc2cccc3nccnc23)C1 (stereo unspecified),9.1,-20.7,4.6,15.0,0.5,-1.9,13.6,3.2,2.8
Cc1cnc(C(=O)OCC(=O)NC(C)c2ccccc2)cn1 (stereo unspecified),0.7,3.5,-6.3,15.4,-1.2,-1.4,-2.7,-11.1,-1.8
CC(Nc1n[nH]c(=O)[nH]c1=O)C(=O)N/N=C/c1cccs1 (stereo unspecified),-2.9,7.9,-8.9,3.1,-0.3,-2.5,2.7,-3.5,-4.1
CCc1ccc(OC)c(S(=O)(=O)N2CCN(C(=O)c3ccco3)CC2)c1,3.8,11.7,7.8,13.3,0.5,-1.6,3.5,-5.6,4.5
COc1ccc(CCNC(=O)c2cnn(-c3ccc(C)c(C)c3)c2NC(=O)c2ccco2)cc1OC,1.2,27.4,-8.5,-11.2,-1.8,-1.6,-1.3,5.7,-1.1
CCn1c(C)nc2cc(C(=O)NNC(=O)Nc3cccc(Cl)c3)ccc21,1.3,0.1,16.6,6.5,1.1,-1.1,2.1,-2.3,0.3
COc1ccc(CCNC(=O)CN(c2ccccc2)S(C)(=O)=O)cc1OC,-5.3,-2.1,1.8,0.8,1.1,1.8,-16.2,-7.5,-0.6
COc1ccc(Cl)cc1NC(=O)CSc1nnc(Cc2cccn2C)n1-c1ccc(F)cc1,4.9,36.7,-41.4,34.3,4.0,-3.0,-1.0,12.1,-3.7
CCCC(=O)Nc1ccc(Cl)c(NC(=O)c2ccc(Br)o2)c1,-0.9,6.1,-3.2,49.8,0.4,-1.3,-1.8,3.6,3.4
Cc1cccc(N2CCN(C(=O)/C=C/c3cccs3)CC2C)c1 (stereo unspecified),6.4,25.1,1.5,15.4,-2.3,-2.9,19.2,22.9,-0.8
CCN1CCN(C(=O)CSc2cc(=O)n(C)c3ccccc23)CC1,7.5,39.3,12.6,-12.8,1.9,-1.7,-3.8,-1.6,0.6
COc1ccc(CC(=O)NNc2ncnc3c2cnn3C)cc1,6.7,25.8,1.6,3.2,2.7,-2.0,-9.6,-0.1,-1.9
Cc1ccc2cc(CN(CCCO)S(=O)(=O)c3cccc4nsnc34)c(=O)[nH]c2c1C,-9.6,-26.8,-6.1,24.6,-3.1,0.0,5.1,-1.7,-0.6
COC(=O)c1sc(=S)n(-c2cc(F)ccc2F)c1N,-4.1,6.8,-7.5,12.0,1.0,-3.2,-5.3,-3.5,1.2
CCCC(C)NC(=O)C1CCN(S(=O)(=O)c2ccccc2)CC1 (stereo unspecified),-1.4,-14.4,-11.9,5.0,0.9,-2.9,2.4,-6.7,-1.8
Cc1cnc(C(=O)OC(C(=O)c2c[nH]c3ccccc23)c2ccccc2)cn1 (stereo unspecified),-0.3,9.7,-44.5,14.8,-1.8,-0.7,-1.6,-1.6,1.3
CSc1ccccc1NC(=O)c1cc2ncc(Br)cn2n1,3.3,0.5,-4.6,14.9,3.0,-2.0,1.6,-1.2,10.4
COCC1=C(C(=O)OC)C(c2cccs2)n2ncnc2N1 (stereo unspecified),1.8,17.7,18.8,0.8,1.7,-6.4,-1.6,-4.6,0.6
CN(Cc1ccccc1)C(=O)c1nc2ccccn2c1CN1CCCC1c1nccs1 (stereo unspecified),8.1,-26.3,-16.7,34.6,-1.7,-3.6,3.5,-5.6,-1.7
CCNC(=O)CN1C(=O)NC2(CCCCCC2)C1=O,-1.7,16.1,13.3,2.0,-1.7,-4.1,5.1,-2.1,2.3
CC(=O)c1cccc(NC(=O)COC(=O)COc2ccc(Cl)cc2)c1,-4.7,12.1,5.9,22.3,0.8,-8.5,-11.8,1.1,-0.7
CC1(C)Cc2c(sc3nc4n(c(=N)c23)CCC4)CO1,3.0,-4.3,-7.3,0.2,0.1,-5.0,-2.7,-9.4,-0.6
O=C1CSC(=S)N1/N=C/c1ccc(Cl)c([N+](=O)[O-])c1,.,-15.6,-19.2,13.3,0.3,-1.4,.,.,-2.0

A draw from above in order of length of the SMILES, low to high:
mol,CXCR6 block,Mdm2 MdmX PPI,APJ antagonist,tim23-1 inh,UPR CHOP act,APJ agonist,CCR6 antag,EBI2 antag,XBP1 UPR activ
CCNC(=O)CN1C(=O)NC2(CCCCCC2)C1=O,-1.7,16.1,13.3,2.0,-1.7,-4.1,5.1,-2.1,2.3
CSc1ccccc1NC(=O)c1cc2ncc(Br)cn2n1,3.3,0.5,-4.6,14.9,3.0,-2.0,1.6,-1.2,10.4
COc1ccc(CC(=O)NNc2ncnc3c2cnn3C)cc1,6.7,25.8,1.6,3.2,2.7,-2.0,-9.6,-0.1,-1.9
COCC1=C(C(=O)OC)C(c2cccs2)n2ncnc2N1 (stereo unspecified),1.8,17.7,18.8,0.8,1.7,-6.4,-1.6,-4.6,0.6
CC1(C)Cc2c(sc3nc4n(c(=N)c23)CCC4)CO1,3.0,-4.3,-7.3,0.2,0.1,-5.0,-2.7,-9.4,-0.6
CCCC(C)NC(=O)C1CCN(S(=O)(=O)c2ccccc2)CC1 (stereo unspecified),-1.4,-14.4,-11.9,5.0,0.9,-2.9,2.4,-6.7,-1.8
CC(=O)c1cccc(NC(=O)COC(=O)COc2ccc(Cl)cc2)c1,-4.7,12.1,5.9,22.3,0.8,-8.5,-11.8,1.1,-0.7
CN(Cc1ccccc1)C(=O)c1nc2ccccn2c1CN1CCCC1c1nccs1 (stereo unspecified),8.1,-26.3,-16.7,34.6,-1.7,-3.6,3.5,-5.6,-1.7
Cc1cnc(C(=O)OC(C(=O)c2c[nH]c3ccccc23)c2ccccc2)cn1 (stereo unspecified),-0.3,9.7,-44.5,14.8,-1.8,-0.7,-1.6,-1.6,1.3
Cc1ccc2cc(CN(CCCO)S(=O)(=O)c3cccc4nsnc34)c(=O)[nH]c2c1C,-9.6,-26.8,-6.1,24.6,-3.1,0.0,5.1,-1.7,-0.6

One compound at a time (already shown). Order of screens: CXCR6 block | Mdm2 MdmX PPI | APJ antagonist | tim23-1 inh | UPR CHOP act | APJ agonist | CCR6 antag | EBI2 antag | XBP1 UPR activ
Results for COC(=O)c1sc(=S)n(-c2cc(F)ccc2F)c1N = -4.1 | 6.8 | -7.5 | 12.0 | 1.0 | -3.2 | -5.3 | -3.5 | 1.2
Results for Cc1cnc(C(=O)OC(C(=O)c2c[nH]c3ccccc23)c2ccccc2)cn1 (stereo unspecified) = -0.3 | 9.7 | -44.5 | 14.8 | -1.8 | -0.7 | -1.6 | -1.6 | 1.3

Carrying on.
mol,CXCR6 block,Mdm2 MdmX PPI,APJ antagonist,tim23-1 inh,UPR CHOP act,APJ agonist,CCR6 antag,EBI2 antag,XBP1 UPR activ
Cc1cc(C)c2c(CC(=O)N3CCCC3)coc2c1,5.5,4.0,7.0,13.8,1.8,-1.2,12.6,2.0,-4.5
O=C(CCc1nnc(CCCCc2ccccc2)o1)N1CCC(N2CCCC2)CC1,2.0,19.5,8.3,6.2,-0.5,0.7,-2.7,-7.6,0.7
CN1CCN(c2ccc(NC(=O)COc3ccccc3)cc2Cl)CC1,-5.1,-33.2,-21.0,-14.7,5.3,5.1,2.3,1.1,-1.0
CCOC(=O)c1cc(CC)sc1N1C(=O)CC(Sc2ccccc2C(=O)O)C1=O (stereo unspecified),7.0,-8.9,0.0,36.6,-2.1,1.2,13.5,8.6,-4.6
